From PubChem
Rac1 GTP hydrolysis: MgcRacGAP GTPase-activating activity inhibitors, confirmation, biochemical, ADP Hunter fluorescence; AID 624330; MgcRacGAP-stimulated Rac1 GTP hydrolysis, ADP Hunter fluorescence; higher % means a stronger effect; GST-tagged Rac1 F28L mutant substrate; hit rate 0.6% among 340,000; inhibition, % at 30 µM, or IC50 in µM where a hit was titrated;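 active = first-screen hits whose inhibition reached a set limit at any dose in the follow-up dose series; inconclusive = inhibition above the set first-screen limit but never retested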;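 note: fluorescence reports GDP produced by GAP-driven GTP hydrolysis; strong numbers were not always called active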
CSM14.1 death rescue: protection against thapsigargin-triggered cell killing – 384-well, CSM14.1, ATP luminescence, primary screen (AID 1222). CSM14.1 thapsigargin-induced death rescue, ATP luminescence; higher % means a stronger effect. cellular ATP content (survival), % at 20 µM, or EC50 in µM where a hit was titrated. 190,000 tested, under 10 active;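 active = EC50 below 50 µM in the dose-response confirmation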;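 note: death triggered by thapsigargin at about 15 µM added after 2 h compound pretreatment; cell ATP read after overnight thapsigargin exposure of roughly 18 to 22 hours; normalized against plate controls of thapsigargin alone and 5% DMSO vehicle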
Large T inhibition: TAg ATPase/helicase activity blockers – biochemical (AID 1903). one-dose inhibition, % at 20 µM; IC50 in µM for titrated hits. hit rate 0.39% among 310,000. SV40 large T antigen ATPase/helicase inhibition assay; higher % means a stronger effect; in the data active = a potency from the dose series; inconclusive = inhibition mostly from about 32% at the one dose, without a potency; inactive = the rest, 99 in 100 with inhibition below about 32%; note: strong numbers were not always called active
LYP phosphatase: inhibitors of LYP phosphatase, biochemical, fluorescence intensity, uHTS (AID 1779) | inhibition, % at 11.5 µM; hits with a dose series show IC50 in µM | hit rate 0.054% among 290,000 | recombinant LYP phosphatase, fluorescence intensity; higher % means a stronger effect; in the data active = inhibition above about 50%;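 note: plate controls were vehicle with enzyme for no effect and no enzyme for full effect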
Dengue-2 NS5 capping: flavivirus cap methylation enzyme inhibition – biochemical, confirmation dose response, primary screen (AID 588689) | inhibition, % at 25 µM; hits with a dose series show IC50 in µM | hit rate 0.3% among 340,000 | Dengue-2 NS5 methyltransferase capping enzyme assay, biochemical; higher % means a stronger effect; in the data active = a potency from the dose series; inconclusive = inhibition above about 29% without an active follow-up result
RSV antiviral HEp-2: inhibition of RSV-induced cytopathic effect – HEp-2 cells, primary 10 µM value included (AID 2391); HEp-2 cells, RSV-induced CPE inhibition; higher % means a stronger effect; hit rate 0.13% among 310,000; one-dose CPE inhibition, % at 10 µM; IC50 in µM for titrated hits; in the data active = a potency from the dose series; inconclusive = CPE inhibition mostly from about 23% at the one dose, without a potency; inactive = the rest, 99 in 100 with CPE inhibition below about 21%; note: strong numbers were not always called active
GPR35 arrestin U2OS: inhibition of zaprinast-stimulated GPR35 beta-arrestin translocation – imaging, U2OS, beta-arrestin-GFP, zaprinast agonist, primary screen (AID 2058); U2OS GPR35 beta-arrestin-GFP translocation imaging, zaprinast antagonism; higher % means a stronger effect; one-dose inhibition, % at 10 µM; IC50 in µM for titrated hits; hit rate 0.052% among 290,000;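 active = inhibition of at least 50% with at least 30 cells and total cytoplasm GFP at most 10,000,000; inconclusive = under 30 cells or total GFP of 10,000,000 plus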
West Nile antiviral: West Nile virus antiviral activity, cell-based, CPE readout (AID 1621) | West Nile virus-infected cells, CPE inhibition; higher % means a stronger effect | CPE inhibition, % at 10 µM, or IC50 in µM where a hit was titrated | hit rate 0.02% among 290,000; in the data active = a potency from the dose series; inconclusive = CPE inhibition mostly from about 3.7% at the one dose, without a potency; inactive = the rest, 99 in 100 with CPE inhibition below about 2.2%; note: strong numbers were not always called active
Salmonella PhoP GFP: PhoP-dependent GFP reporter repression – Salmonella Typhimurium, primary screen (AID 1863). S. Typhimurium PhoP-regulated promoter GFP reporter, 4 h; higher % means a stronger effect. inhibition, % at 50 µM; hits with a dose series show IC50 in µM. hit rate 0.16% among 300,000;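 active = inhibition over 29.93%, a cutoff 3 SD above the screen mean, later confirmed by dose response; inconclusive = inhibition over 29.93% but no dose response follow-up; inactive = inhibition at most 29.93% or unconfirmed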;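 note: 0% = low Mg2+ inducing control and 100% = high Mg2+ repressing control; strong numbers were not always called active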
The depositor's hits bear a star; ? = inconclusive; nt = no result given; & = joins results of further samples. This is a subset; the hit share may differ from the screen's.

No.	structure	Dengue-2 NS5 capping	Rac1 GTP hydrolysis	RSV antiviral HEp-2	LYP phosphatase	GPR35 arrestin U2OS
1	CCCN(CCC)C1CCc2ccc(O)cc2C1 (stereo unspecified)	-5%	6%	2.4%	nt	nt
2	CC(=O)c1cn(Cc2ccccc2F)c2ccccc12	-12%	-3%	nt	-5%	4%
3	O=c1[nH]c(=S)[nH]c(O)c1N=Nc1ccc2c(c1)OCCO2	-17%	14%	0.6%	9%	6%
4	COc1ccc(C(O)P(=O)(OC(C)C)OC(C)C)cc1 (stereo unspecified)	-6%	3%	1.8%	-8%	-16%
5	Cn1cc(C(=O)NCc2ccccc2)c2ccccc21	-8%	6%	2.4%	-8%	-7%
6	C(=NC12CN3CN(CN(C3)C1)C2)c1cccs1	-2%	-2%	2.5%	-6%	-3%
7	Cc1ccccc1-n1c(O)c(/C=N/NC(=O)c2ccncc2)c(=O)[nH]c1=O	-8%	-11%	nt	-1%	11%
8	Cn1c(O)c(C=NCCN2CCNCC2)c(=O)[nH]c1=O	nt	nt	1.4%	-1%	0%
9	COCCOC(=O)c1c(C)oc2ccc(OC(=O)N(C)C)cc12	1%	8%	2.1%	-7%	5%
10	O=c1c2ccccc2nc(Cc2cccc([N+](=O)[O-])c2)n1-c1ccc(O)cc1	0%	12%	20%	-5%	-8%
11	c1ccc2sc(C3CCCNC3)nc2c1 (stereo unspecified)	-4%	5%	-0.1%	4%	13%
12	COCCCn1c(N)c(C(=O)NCc2ccco2)c2nc3ccccc3nc21	nt	nt	-0.9%	-5%	2%

No.	Large T inhibition	West Nile antiviral	CSM14.1 death rescue	Salmonella PhoP GFP
1	22%	nt	nt	3%
2	nt	0.0%	nt	nt
3	6%	-0.8%	nt	1%
4	8%	-0.1%	nt	-6%
5	13%	-0.2%	-0.8%	3%
6	11%	0.1%	-0.7%	20%
7	10%	0.3%	nt	-10%
8	-2%	0.3%	nt	-1%
9	2%	0.6%	-0.8%	3%
10	10%	0.2%	nt	-2%
11	20%	0.3%	3.2%	-2%
12	16%	1.1%	nt	-5%

No.	structure	Dengue-2 NS5 capping	Rac1 GTP hydrolysis	RSV antiviral HEp-2	LYP phosphatase	GPR35 arrestin U2OS
13	COCCNC(=O)c1c(NC(=O)c2ccc(Br)o2)n(Cc2ccccc2)c2nc3ccccc3nc12	9%	7%	5.1%	0%	18%
14	Cn1c(O)c(C=NCCCCCCCCCCC(=O)O)c(=O)n(C)c1=O	-4%	-3%	-0.9%	-4%	10%
15	N[C@@H](CCl)C(=O)O	-1%	-6%	3.1%	nt	nt
16	O=C(COc1ccc(S(=O)(=O)N2CCOCC2)cc1)N1CCN(Cc2ccc3c(c2)OCO3)CC1	-2%	-5%	1.6%	-8%	-1%
17	Cc1cc(OCC(=O)N2C[C@H]3C[C@@H](C2)c2cccc(=O)n2C3)c2c(C)c(C)c(=O)oc2c1	2%	7%	nt	-13%	-7%
18	N#Cc1c(N2CCNCC2)nc(-c2ccco2)c2c1CCCC2	7%	12%	0.9%	-2%	-1%
19	CCn1ccnc1CN1CCCC(C(=O)c2cc(C)c(OC)c(C)c2)C1 (stereo unspecified)	-4%	4%	3.1%	-4%	7%
20	COc1cccc(OCc2cc(C(=O)N3C[C@H]4C[C@@H](C3)c3cccc(=O)n3C4)no2)c1	20%	1%	nt	-6%	4%
21	COc1ccc(CCNCc2cccn2C)cc1OC	-10%	4%	-0.2%	-6%	6%
22	S=C=Nc1cccc(C2(N3CCCCC3)CCCCC2)c1	-6%	7%	-1.1%	nt	nt
23	C[n+]1c(-c2ccccc2)cc(CCCCc2cc(-c3ccccc3)[n+](C)c(-c3ccccc3)c2)cc1-c1ccccc1	-8%	17%	0.2%	2%	14%
24	CC(C)Nc1ccc(Nc2ccccc2)cc1	27%	?	-1.9%	nt	nt

No.	Large T inhibition	West Nile antiviral	CSM14.1 death rescue	Salmonella PhoP GFP
13	2%	-0.7%	-3.1%	-6%
14	15%	0.3%	nt	-12%
15	10%	0.2%	nt	-7%
16	12%	-0.8%	-0.6%	2%
17	8%	-0.5%	nt	6%
18	5%	-0.1%	nt	-4%
19	20%	-1.6%	1.2%	-3%
20	nt	0.3%	nt	nt
21	15%	0.0%	nt	-3%
22	4%	nt	nt	-2%
23	22%	-0.5%	nt	1%
24	9µM*	nt	nt	13%

No.	structure	Dengue-2 NS5 capping	Rac1 GTP hydrolysis	RSV antiviral HEp-2	LYP phosphatase	GPR35 arrestin U2OS
25	O=C1N(c2ccccc2)C(c2cccnc2)N2CCCN12 (stereo unspecified)	0%	5%	0.0%	-7%	-19%
26	Nc1cncc(C(=O)O)c1	9%&-5%	-13%&2%	1.2%	-3%&-10%	-9%&-2%
27	CCCCn1c(=O)c(C(=O)NCCc2ccccc2)c(O)c2ccccc21	3%	0%	9.0%	-6%	-8%
28	O=c1[nH]c(=O)n(-c2ccccc2Cl)c(O)c1C=NCCN1CCCCC1	2%	5%	1.4%	-2%	-4%
29	CCN1CCC(O)(c2ccccc2)C(C(=O)c2ccccc2)C1 (stereo unspecified)	-3%	11%	0.2%	nt	nt
30	COc1ccc(OC)c(CN2CCN(C(=O)Cc3ccccc3)CC2)c1	-3%	?	0.3%	-5%	10%
31	CCOc1cccc(=NC2CCCCC2)c2c(C)n(C)c(C)c12	nt	nt	4.2%	1%	-4%
32	Cc1n[nH]c(C)c1CCN	1%	5%	2.9%	-2%	-2%
33	Cc1cc(OCC(=O)NCC(O)c2ccccc2)c2c3c(c(=O)oc2c1)CCCC3 (stereo unspecified)	-9%	6%	-0.3%	-3%	7%
34	C[C@@H]1C2C[C@@]34COC(=O)C3=CC=C[C@H]4[C@@]13C[C@H](c1ccoc1)O[C@@H]3O2	nt	nt	-0.8%	-3%	-16%
35	COc1cc(C=C2C(=O)NC(=O)NC2=O)ccc1OS(=O)(=O)c1ccccc1[N+](=O)[O-]	38µM*	14%	1.1%	0%	6%
36	CCc1ccc(CNCCc2c[nH]c3ccccc23)cc1	-17%	37%	-0.7%	-1%	4%

No.	Large T inhibition	West Nile antiviral	CSM14.1 death rescue	Salmonella PhoP GFP
25	6%	0.2%	-6.0%	-2%
26	8%&6%	0.1%&0.5%	-2.3%	-102%&0%
27	8%	-2.0%	nt	3%
28	1%	-0.4%	-1.6%	-12%
29	nt	0.9%	nt	nt
30	7%	-1.5%	nt	4%
31	7%	?	nt	-6%
32	2%	0.0%	0.3%	-1%
33	3%	1.0%	nt	1%
34	6%	-0.3%	-1.4%	4%
35	?	-0.6%	nt	5%
36	1%	-0.7%	nt	14%

No.	structure	Dengue-2 NS5 capping	Rac1 GTP hydrolysis	RSV antiviral HEp-2	LYP phosphatase	GPR35 arrestin U2OS
37	CCOP(=O)(OCC)C(NC(=O)c1ccc(C)cc1)=C(Cl)Cl	-10%	12%	1.2%	0%	-4%
38	O=C(C1CCCN(c2nnc(-n3cccc3)s2)C1)N1CCC2(CC1)OCCO2 (stereo unspecified)	-6%	12%	1.0%	4%	-18%
39	COc1ccc(CN2CCCC(C(=O)c3ccc(Cl)cc3)C2)c(OC)c1 (stereo unspecified)	-2%	1%	-0.2%	-7%	-4%
40	O=c1c2ccccc2nc(/C=C/c2ccco2)n1-c1ccccc1O	-17%	14%	-0.3%	11%	1%
41	CCC12CN3CCN(CC(C3)/C1=N/NC(=O)c1ccncc1)C2	-7%	-4%	-0.3%	1%	-21%
42	CCOC(=O)c1c(C)n(C(C)C)c2ccc(OC(=O)c3ccc(N4C(=O)CCC4=O)cc3)cc12	1%	5%	7.8%	11%	-10%
43	COc1ccc(CC2C(=O)N(C)C(=O)N(C)C2=O)c(OC)c1	22%	6%	0.7%	2%	6%
44	O=C(Nc1ccccc1)c1cc([N+](=O)[O-])ccc1N1CCNCC1	-8%	4%	-1.1%	0%	-1%
45	COc1ccc(OCCOc2cccc(C=C3C(=O)NC(=O)NC3=O)c2)cc1	nt	nt	1.6%	-6%	7%
46	Cc1ccc(CS(=O)(=O)Cc2ccc(C(=O)N3CCC4(CC3)OCCO4)o2)cc1	-5%	3%	-0.6%	-6%	4%
47	COc1ccc(CC2(CCc3ccccn3)C(=O)NC(=O)N(c3ccccc3C)C2=O)cc1OC (stereo unspecified)	-3%	3%	0.5%	-4%	4%
48	CC(=O)N1CN2CN(C(C)=O)CC(C(=O)c3ccc([N+](=O)[O-])cc3)(C2)C1	-4%	2%	0.1%	-4%	12%

No.	Large T inhibition	West Nile antiviral	CSM14.1 death rescue	Salmonella PhoP GFP
37	4%	-0.2%	-2.7%	17%
38	5%	0.5%	-2.2%	-8%
39	28%	-1.7%	nt	12%
40	30%	1.1%	nt	-7%
41	24%	0.1%	0.1%	4%
42	0%	0.3%	-0.9%	-5%
43	-19%	nt	-1.3%	12%
44	10%	0.2%	-1.0%	11%
45	35%	-0.3%	nt	8%
46	16%	0.0%	0.8%	5%
47	1%	-0.2%	0.3%	7%
48	24%	-0.2%	-0.7%	-3%

The last 4 compounds of the part before lead into the next:
No.	structure	Dengue-2 NS5 capping	Rac1 GTP hydrolysis	RSV antiviral HEp-2	LYP phosphatase	GPR35 arrestin U2OS
45	COc1ccc(OCCOc2cccc(C=C3C(=O)NC(=O)NC3=O)c2)cc1	nt	nt	1.6%	-6%	7%
46	Cc1ccc(CS(=O)(=O)Cc2ccc(C(=O)N3CCC4(CC3)OCCO4)o2)cc1	-5%	3%	-0.6%	-6%	4%
47	COc1ccc(CC2(CCc3ccccn3)C(=O)NC(=O)N(c3ccccc3C)C2=O)cc1OC (stereo unspecified)	-3%	3%	0.5%	-4%	4%
48	CC(=O)N1CN2CN(C(C)=O)CC(C(=O)c3ccc([N+](=O)[O-])cc3)(C2)C1	-4%	2%	0.1%	-4%	12%
49	CN1CCN(c2ccc([N+](=O)[O-])c(NCc3ccco3)c2)CC1	-6%	12%	-0.1%	-2%	0%
50	O=C1NC(=O)N(Cc2ccc(F)cc2)C(=O)/C1=C/c1cccs1	-2%	?	-0.5%	0%	1%
51	N#CC(C#N)=Cc1cccnc1	-8%	2%	2.6%	-3%	-9%
52	O=c1[nH]c(=O)n(CCC2=CCCCC2)c(O)c1C=NC1CCN(Cc2ccccc2)CC1	3%	4%	7.7%	-4%	14%
53	C=CCn1c(O)c(C(CC)=NCCc2c[nH]c3ccccc23)c(=O)[nH]c1=O	-5%	4%	1.2%	1%	-7%
54	CCCc1cc(=O)oc2cc(OCC(=O)N3C[C@H]4C[C@@H](C3)c3cccc(=O)n3C4)ccc12	5%	-12%	1.0%	-10%	-1%

No.	Large T inhibition	West Nile antiviral	CSM14.1 death rescue	Salmonella PhoP GFP
45	35%	-0.3%	nt	8%
46	16%	0.0%	0.8%	5%
47	1%	-0.2%	0.3%	7%
48	24%	-0.2%	-0.7%	-3%
49	6%	-0.9%	-1.8%	6%
50	10%	0.2%	-2.6%	-8%
51	4%	0.2%	1.2%	-6%
52	4%	0.0%	0.2%	-15%
53	0%	-0.4%	nt	-8%
54	18%	-0.2%	nt	1%
